Screening data as filed in PubChem.
ULK1 primary – human ULK1 kinase inhibition, primary screen; O75385; AlphaScreen Atg13 phosphorylation by ULK1, luminescence; inhibition, % at 5.96 µM; actives 1.9% (n = 30,000); in the data active = inhibition above about 43%;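 also: 0% = median of compound wells and 100% = no enzyme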
Target sequence (O75385 whole entry, looked up): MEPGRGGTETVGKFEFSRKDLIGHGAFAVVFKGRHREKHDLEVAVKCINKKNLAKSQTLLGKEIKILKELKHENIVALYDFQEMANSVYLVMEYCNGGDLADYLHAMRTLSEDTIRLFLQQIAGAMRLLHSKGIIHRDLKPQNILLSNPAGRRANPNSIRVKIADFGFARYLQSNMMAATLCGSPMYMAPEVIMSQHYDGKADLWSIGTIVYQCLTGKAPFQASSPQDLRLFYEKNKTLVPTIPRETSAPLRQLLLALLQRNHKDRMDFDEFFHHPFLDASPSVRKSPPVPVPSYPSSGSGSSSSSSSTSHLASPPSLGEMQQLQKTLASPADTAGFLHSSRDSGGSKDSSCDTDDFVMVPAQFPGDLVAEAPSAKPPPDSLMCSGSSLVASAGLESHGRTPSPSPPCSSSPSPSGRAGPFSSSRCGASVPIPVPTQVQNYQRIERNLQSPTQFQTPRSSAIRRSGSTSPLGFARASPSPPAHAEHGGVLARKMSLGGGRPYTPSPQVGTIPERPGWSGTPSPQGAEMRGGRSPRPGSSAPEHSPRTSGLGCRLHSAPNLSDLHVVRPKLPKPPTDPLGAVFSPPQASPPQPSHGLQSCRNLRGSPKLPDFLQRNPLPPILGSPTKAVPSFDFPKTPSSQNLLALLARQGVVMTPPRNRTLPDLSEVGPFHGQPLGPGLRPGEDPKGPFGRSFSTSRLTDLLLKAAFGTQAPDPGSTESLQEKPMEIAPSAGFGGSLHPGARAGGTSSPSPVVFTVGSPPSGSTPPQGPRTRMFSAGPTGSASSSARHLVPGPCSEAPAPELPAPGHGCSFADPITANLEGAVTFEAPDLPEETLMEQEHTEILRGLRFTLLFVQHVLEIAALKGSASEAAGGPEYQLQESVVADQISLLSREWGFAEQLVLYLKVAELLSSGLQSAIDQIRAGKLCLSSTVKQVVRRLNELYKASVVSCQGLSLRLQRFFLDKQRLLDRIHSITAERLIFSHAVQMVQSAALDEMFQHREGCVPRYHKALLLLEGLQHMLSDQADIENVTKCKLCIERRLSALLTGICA
ASK1 inh – human ASK1 kinase inhibition, primary screen. AlphaScreen MKK6 phosphorylation by ASK1, luminescence. actives 0.99% (n = 22,000). inhibition, % at 7.44 µM. Q99683. AID 1159602; in the data active = inhibition above about 35%;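 also: 0% = median of compound wells and 100% = no enzyme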
Starred values were filed as active, the others as inactive.

What do the screens show for `CC(=O)c1cccc(-c2nc3c(Nc4ccccc4)ncnc3n2C(C)C)c1`?
ULK1 primary: 2; ASK1 inh: 2

What do the screens show for `CCOc1ccc(C(=O)n2ccn(S(=O)(=O)c3ccc(C)cc3)c2=O)cc1`?
ULK1 primary: 2

What do the screens show for `COc1ccccc1/C=N/NC(=O)OC(C)(C)C`?
ULK1 primary: 7

What do the screens show for `CS(=O)(=O)NC1CCC(Nc2cc(Nc3ccccc3C(N)=O)c(C(F)(F)F)cn2)CC1` (stereo unspecified)?
ULK1 primary: 22; ASK1 inh: -52

What do the screens show for `O=C(NCCN1CCOCC1)c1cc(Cl)nc2ccccc12`?
ULK1 primary: 2; ASK1 inh: -14

How did c1ccc(Nc2nc(Nc3ccncc3)nc3nc[nH]c23)cc1 do in these assays?
ULK1 primary: 27; ASK1 inh: -59

Results for c1ccc(CN2CCC(Nc3ccnc(Nc4cnccn4)n3)CC2)cc1 ?
ULK1 primary: 5; ASK1 inh: -19

Results for CCCCC1C(=O)N(c2ccccc2)N(c2ccc(O)cc2)C1=O (stereo unspecified) ?
ULK1 primary: 20

How did CN1CCN(C(=O)c2ccc(-c3nc(NCCc4ccc(O)cc4)c4ncn(Cc5ccc(C(F)(F)F)cc5)c4n3)cc2)CC1 do in these assays?
ULK1 primary: -27; ASK1 inh: 4

What do the screens show for `CN1CCN(c2ccc(-c3cc(NCc4cccc(C(F)(F)F)c4)nc(N)n3)cc2)CC1`?
ULK1 primary: -7; ASK1 inh: -4

How did CN1CCc2cc(C(CN)N3CCCCC3)ccc21 (stereo unspecified) do in these assays?
ULK1 primary: 7

Results for COc1cc2nc(NCCCN3CCCC3=O)nc(NC3CCN(Cc4ccccc4)CC3)c2cc1OC ?
ULK1 primary: -9; ASK1 inh: -10

Results for CCN(CC)C(=O)C1CCCN(c2ncc(C(=O)Nc3cc(OC)c(OC)c(OC)c3)s2)C1 (stereo unspecified) ?
ULK1 primary: 18; ASK1 inh: 6

Results for CCN(CC)c1nc(NCCOc2ccccc2)nc(Nc2ccncn2)n1 ?
ULK1 primary: 0; ASK1 inh: 3

What do the screens show for `O=C(Cc1cn(-c2ccc(NCc3ccc4c(c3)OCO4)nn2)c2ccccc12)NCc1cccnc1`?
ULK1 primary: 1; ASK1 inh: -4

What do the screens show for `C/C(=C(/CCOC(=O)c1ccccc1)SS/C(CCOC(=O)c1ccccc1)=C(\C)N(C=O)Cc1cnc(C)nc1N)N(C=O)Cc1cnc(C)nc1N`?
ULK1 primary: 5

What do the screens show for `Nc1nc(NCCc2ccc(O)cc2)cc(Nc2ccc(-n3ccnc3)cc2)n1`?
ULK1 primary: -4; ASK1 inh: 30

What do the screens show for `O=c1[nH]c(=O)n([C@H]2C[C@H](O)[C@@H](CO)O2)cc1/C=C/Br`?
ULK1 primary: -2

How did O=C(/C=C/c1cnn(-c2cccc(C(=O)N[C@@H]3CCc4ccccc43)c2)c1)c1ccccc1 do in these assays?
ULK1 primary: -5; ASK1 inh: 16

Results for Cc1noc(C)c1-c1cc(NCCN(C(C)C)C(C)C)ncn1 ?
ULK1 primary: 4; ASK1 inh: 3

Results for COC(CNc1cc(-c2ccc(F)cc2)nc(-c2cccnc2)n1)OC ?
ULK1 primary: -20

Results for Cc1cc(NCCCN2CCCC2=O)nc(Nc2ccnn2C)n1 ?
ULK1 primary: -4; ASK1 inh: -25

Results for CC1CN(c2c(Cl)cccc2NC(=O)c2ccc(Br)o2)CCN1Cc1nc2ccccc2s1 (stereo unspecified) ?
ULK1 primary: -3; ASK1 inh: -13

Results for O=C(c1ccc(OCCN2CCCCC2)cc1)c1c(-c2ccc(O)cc2)sc2cc(O)ccc12 ?
ULK1 primary: -22

Results for O=C1CCCN1CCCNc1nc(Nc2ccc(N3CCOCC3)cc2)nc2c1ncn2CCN1CCCC1=O ?
ULK1 primary: -6; ASK1 inh: 3

What do the screens show for `Clc1ccc(-c2cnc(N3CCCCC3)nc2)cc1`?
ULK1 primary: -3

Results for CN(C)CCOc1cc(-c2cn[nH]c2)ccc1NC(=O)C1COc2ccc(F)cc2C1 (stereo unspecified) ?
ULK1 primary: -1; ASK1 inh: 4

What do the screens show for `CC(C)n1cnc2c(NCc3ccccc3)nc(-c3ccccc3)nc21`?
ULK1 primary: -5; ASK1 inh: -9

What do the screens show for `CC(C)N(CCNc1nc(Nc2ccc(-n3ccnc3)cc2)nc2c1ncn2Cc1ccc(C(F)(F)F)cc1)C(C)C`?
ULK1 primary: -7; ASK1 inh: 3

How did COc1ccc(CCNc2nc(Nc3cc(OC)c(OC)c(OC)c3)nc3c2ncn3C2CCCCC2)cc1 do in these assays?
ULK1 primary: 12; ASK1 inh: 33

Results for C=CCNC(=O)C1CCN(S(C)(=O)=O)CC1 ?
ULK1 primary: 14

How did COc1ccc(-c2cnc(N3CCN(C=O)CC3)nc2)cc1 do in these assays?
ULK1 primary: 0

How did CC(C)n1cnc2c(N)nc(NCc3cccnc3)nc21 do in these assays?
ULK1 primary: 10; ASK1 inh: -11

Results for O=C(NCCCN1CCCC1=O)c1csc(Nc2ccc3ncccc3c2)n1 ?
ULK1 primary: 11; ASK1 inh: 3

Results for COc1cc2nc(NC3CCN(Cc4ccccc4)CC3)nc(NCCN3CCOCC3)c2cc1OC ?
ULK1 primary: 6; ASK1 inh: -4

Results for COc1cc(NC(=O)C2CCN(c3ccc(Nc4ccc(-n5ccnc5)cc4)nn3)CC2)cc(OC)c1OC ?
ULK1 primary: 33; ASK1 inh: 24

Structures listed so far that have a Cl atom, in the order listed:
What do the screens show for `O=C(NCCN1CCOCC1)c1cc(Cl)nc2ccccc12`?
ULK1 primary: 2; ASK1 inh: -14

Results for CC1CN(c2c(Cl)cccc2NC(=O)c2ccc(Br)o2)CCN1Cc1nc2ccccc2s1 (stereo unspecified) ?
ULK1 primary: -3; ASK1 inh: -13

What do the screens show for `Clc1ccc(-c2cnc(N3CCCCC3)nc2)cc1`?
ULK1 primary: -3

Following part.
What do the screens show for `CC(=O)Nc1ccc(Nc2ccnc(N3CCCC3CO)n2)cc1` (stereo unspecified)?
ULK1 primary: 5; ASK1 inh: 1

Results for CCN(CC)c1nc(NCCCN2CCCC2=O)nc(NCCN(C(C)C)C(C)C)n1 ?
ULK1 primary: 3; ASK1 inh: 0

How did Cc1cc(NCCc2ccc(O)cc2)nc(N2CCCC2CO)n1 (stereo unspecified) do in these assays?
ULK1 primary: 2; ASK1 inh: -9

What do the screens show for `COc1cc(Nc2nc(-c3csc4ccccc34)nc3c2ncn3-c2ccsc2)cc(OC)c1OC`?
ULK1 primary: -16; ASK1 inh: -7

How did COc1cc(Nc2nc(NCc3nc4ccccc4[nH]3)c3[nH]cnc3n2)cc(OC)c1OC do in these assays?
ULK1 primary: 32; ASK1 inh: 0

Results for CCN(CC)c1nc(NCCOc2ccccc2)nc(N2CCOCC2)n1 ?
ULK1 primary: 6; ASK1 inh: -17

What do the screens show for `COc1cc(Nc2nc(Nc3ccc4c(c3)OCO4)c3ncn(C(C)C)c3n2)cc(OC)c1OC`?
ULK1 primary: -14; ASK1 inh: 27

How did Fc1cnc(Nc2ccc(N3CCNCC3)cc2)cc1-n1cnc(Nc2ccccc2)n1 do in these assays?
ULK1 primary: 90*; ASK1 inh: 57*

Results for O=C(Nc1cnn(-c2cccc(C(=O)NC3CCNCC3)c2)c1)Nc1ccccc1Cl ?
ULK1 primary: 1; ASK1 inh: -4

Results for Cc1ccc(-n2c(=O)[nH]c3c(C(=O)Nc4cc(Cl)ccc4C)cn(C)c3c2=O)cc1 ?
ULK1 primary: 1

Results for O=c1[nH]c2cc(N3CCOCC3)c([N+](=O)[O-])cc2[nH]1 ?
ULK1 primary: 10

Results for O=C(NCc1nc2ccccc2[nH]1)c1csc(Nc2nccc3ccccc23)n1 ?
ULK1 primary: 17; ASK1 inh: -14

Arranged by SMILES length (ascending): some entries from above.
What do the screens show for `CC(=O)Nc1ccc(Nc2ccnc(N3CCCC3CO)n2)cc1` (stereo unspecified)?
ULK1 primary: 5; ASK1 inh: 1

Results for CCN(CC)c1nc(NCCCN2CCCC2=O)nc(NCCN(C(C)C)C(C)C)n1 ?
ULK1 primary: 3; ASK1 inh: 0

What do the screens show for `COc1cc(Nc2nc(-c3csc4ccccc34)nc3c2ncn3-c2ccsc2)cc(OC)c1OC`?
ULK1 primary: -16; ASK1 inh: -7

Results for Cc1ccc(-n2c(=O)[nH]c3c(C(=O)Nc4cc(Cl)ccc4C)cn(C)c3c2=O)cc1 ?
ULK1 primary: 1

Looked up by compound from the entries so far (two):
What do the screens show for `COc1cc(Nc2nc(Nc3ccc4c(c3)OCO4)c3ncn(C(C)C)c3n2)cc(OC)c1OC`?
ULK1 primary: -14; ASK1 inh: 27

What do the screens show for `CC(=O)Nc1ccc(Nc2ccnc(N3CCCC3CO)n2)cc1` (stereo unspecified)?
ULK1 primary: 5; ASK1 inh: 1

Later entries.
How did CN1CCN(C(=O)c2ccc(-c3nc(Nc4ccc(Oc5ccccc5)cc4)c4ncn(C5CCCCC5)c4n3)cc2)CC1 do in these assays?
ULK1 primary: 5; ASK1 inh: 1

Results for CCN(CC)C(=O)C1CCCN(c2nc(Nc3ccc(N4CCOCC4)cc3)c3cc(OC)c(OC)cc3n2)C1 (stereo unspecified) ?
ULK1 primary: 3; ASK1 inh: -7

What do the screens show for `COc1nc(NCc2cccnc2)nc(-c2c(C)noc2C)n1`?
ULK1 primary: 13; ASK1 inh: -11

What do the screens show for `Cc1cc(Nc2ccc3c(c2)OCO3)nc(Cl)n1`?
ULK1 primary: -5; ASK1 inh: 17

How did O=C1CCCN1CCCNc1nc(Nc2ccccn2)nc2c1ncn2C1CCCCC1 do in these assays?
ULK1 primary: 13; ASK1 inh: -10

How did CC(C)(C)OC(=O)N[C@H](Cc1ccc(F)cc1)c1nc2ccc(-c3cn[nH]c3)cc2c(=O)[nH]1 do in these assays?
ULK1 primary: 0; ASK1 inh: -10

How did COc1ccc(-c2cncc(C(=O)Nc3ccc(N4CCOCC4)cc3)c2)cc1 do in these assays?
ULK1 primary: 10; ASK1 inh: 16

Results for COc1ccc(CCNc2nc(Nc3cccc(N(C)C)c3)nc3nc[nH]c23)cc1 ?
ULK1 primary: 11; ASK1 inh: 32

How did c1ccc(CN2CCC(Nc3nc4ncnc(NCCN5CCOCC5)c4[nH]3)CC2)cc1 do in these assays?
ULK1 primary: 9; ASK1 inh: -11

Results for COc1ccc(CCNc2ccnc(Nc3ccccn3)n2)cc1 ?
ULK1 primary: 2; ASK1 inh: -5

How did Cc1cnc(Nc2ccc(N3CCOCC3)cc2)nc1NCc1ccccc1 do in these assays?
ULK1 primary: 16; ASK1 inh: 37*

Results for COc1cc(Nc2ncnc3nc(N4CCc5ccccc5C4)[nH]c23)cc(OC)c1OC ?
ULK1 primary: 5; ASK1 inh: 31

How did COc1ccc(-c2nc(NCc3cccc(C(F)(F)F)c3)c3ncn(C4CCCCC4)c3n2)cn1 do in these assays?
ULK1 primary: 4; ASK1 inh: -2

How did CC(=O)Nc1cccc(-c2cnc3cccc(Nc4ccccn4)c3c2)c1 do in these assays?
ULK1 primary: -7; ASK1 inh: 0

Results for CCCNc1nc(Nc2ccc(C(F)(F)F)cc2)nc2c1ncn2C1CCCCC1 ?
ULK1 primary: -1; ASK1 inh: 9

What do the screens show for `NC(=O)c1cncc(-c2ccc(N3CCOCC3)nc2)c1`?
ULK1 primary: 10; ASK1 inh: 4

What do the screens show for `CCCNC(=O)c1ccnc(Nc2nc3ccccc3n2C)c1`?
ULK1 primary: 18; ASK1 inh: -4

Results for CN(C)c1cccc(Nc2nc(NCCCN3CCCC3=O)c3ncn(-c4ccsc4)c3n2)c1 ?
ULK1 primary: -4; ASK1 inh: 19

How did O=C(NCCCN1CCCC1=O)c1cccc(N2CCOCC2)c1 do in these assays?
ULK1 primary: 8; ASK1 inh: 4

How did O=C(NCCOc1ccccc1)C1CCN(c2ccc(Nc3ccncn3)nn2)CC1 do in these assays?
ULK1 primary: 6; ASK1 inh: 27

What do the screens show for `CC(C)n1cnc2c(NCc3cccc(C(F)(F)F)c3)nc(Nc3nc4ccccc4n3C)nc21`?
ULK1 primary: -17; ASK1 inh: 15

How did CNC(=O)c1cc(F)ccc1Nc1cc(Nc2ccc3nc[nH]c3c2)ncc1C(F)(F)F do in these assays?
ULK1 primary: 4; ASK1 inh: -2

Results for Cc1cnc(-c2csc3ccccc23)nc1Nc1ccccc1 ?
ULK1 primary: -8; ASK1 inh: 6

Results for NC(=O)c1ccc(-c2nc3ncnc(NCc4ccccc4)c3[nH]2)cc1 ?
ULK1 primary: 19; ASK1 inh: 13

What do the screens show for `CCNc1nc(Nc2ccc3c(c2)OCO3)c2ncn(-c3ccsc3)c2n1`?
ULK1 primary: -8; ASK1 inh: 20

What do the screens show for `NCCC(=O)N1CCC(C(=O)Nc2ccc3[nH]ncc3c2)C1` (stereo unspecified)?
ULK1 primary: 2; ASK1 inh: -1

Results for Nc1nc(NCCOc2ccccc2)cc(-c2ccccc2)n1 ?
ULK1 primary: -16; ASK1 inh: 0

How did O=C(c1ccc(-c2cnn(-c3ccc(F)cc3F)c2)nc1)N1CCCC1 do in these assays?
ULK1 primary: -5

How did Cn1nnc(-c2ccc(Nc3nccc(-c4ccc(N5CCC(O)CC5)c(C#N)c4)n3)cc2)n1 do in these assays?
ULK1 primary: 28; ASK1 inh: 0

Results for CN(C)c1cccc(Nc2cc(C(=O)Nc3ccccc3)c3ccccc3n2)c1 ?
ULK1 primary: 11; ASK1 inh: 6

What do the screens show for `NC(=O)c1ccccc1Nc1ccnc(Nc2ccc(-n3ccnn3)cc2)c1`?
ULK1 primary: 4; ASK1 inh: -42

What do the screens show for `CS(=O)(=O)c1ccc(-c2ccnc(Nc3ccc(Cn4cncn4)cc3)n2)cc1`?
ULK1 primary: 28; ASK1 inh: -25

Results for c1ccc(CN2CCC(Nc3cc(NCCOc4ccccc4)ncn3)CC2)cc1 ?
ULK1 primary: -15; ASK1 inh: -6

Results for NC(=O)c1cccc(Nc2nccc3ccccc23)n1 ?
ULK1 primary: 14; ASK1 inh: -12

Results for Nc1nc(NCCCN2CCCC2=O)cc(NCc2ccc3c(c2)OCO3)n1 ?
ULK1 primary: -3; ASK1 inh: -1

Results for CCN(CC)C(=O)C1CCCN(c2ccc(-n3cc(CC(=O)NCCc4ccc(OC)cc4)c4ccccc43)nn2)C1 (stereo unspecified) ?
ULK1 primary: -8; ASK1 inh: -2
